# EPAC2 agonist: EPAC2 (human) agonism; Q8WZA2; EPAC2 activation, biochemical qHTS; response scale: 100% = 6.5 mM cAMP response; Potency, µM (doses to about 154 µM), inactives show at the top dose activation, usual class: activators; 0.079% of 360,000 active; note: potency is the fitted concentration of half-maximal effect; nearly all actives have a fitted effect of over 50% in size
# Target sequence (Q8WZA2 whole entry, looked up): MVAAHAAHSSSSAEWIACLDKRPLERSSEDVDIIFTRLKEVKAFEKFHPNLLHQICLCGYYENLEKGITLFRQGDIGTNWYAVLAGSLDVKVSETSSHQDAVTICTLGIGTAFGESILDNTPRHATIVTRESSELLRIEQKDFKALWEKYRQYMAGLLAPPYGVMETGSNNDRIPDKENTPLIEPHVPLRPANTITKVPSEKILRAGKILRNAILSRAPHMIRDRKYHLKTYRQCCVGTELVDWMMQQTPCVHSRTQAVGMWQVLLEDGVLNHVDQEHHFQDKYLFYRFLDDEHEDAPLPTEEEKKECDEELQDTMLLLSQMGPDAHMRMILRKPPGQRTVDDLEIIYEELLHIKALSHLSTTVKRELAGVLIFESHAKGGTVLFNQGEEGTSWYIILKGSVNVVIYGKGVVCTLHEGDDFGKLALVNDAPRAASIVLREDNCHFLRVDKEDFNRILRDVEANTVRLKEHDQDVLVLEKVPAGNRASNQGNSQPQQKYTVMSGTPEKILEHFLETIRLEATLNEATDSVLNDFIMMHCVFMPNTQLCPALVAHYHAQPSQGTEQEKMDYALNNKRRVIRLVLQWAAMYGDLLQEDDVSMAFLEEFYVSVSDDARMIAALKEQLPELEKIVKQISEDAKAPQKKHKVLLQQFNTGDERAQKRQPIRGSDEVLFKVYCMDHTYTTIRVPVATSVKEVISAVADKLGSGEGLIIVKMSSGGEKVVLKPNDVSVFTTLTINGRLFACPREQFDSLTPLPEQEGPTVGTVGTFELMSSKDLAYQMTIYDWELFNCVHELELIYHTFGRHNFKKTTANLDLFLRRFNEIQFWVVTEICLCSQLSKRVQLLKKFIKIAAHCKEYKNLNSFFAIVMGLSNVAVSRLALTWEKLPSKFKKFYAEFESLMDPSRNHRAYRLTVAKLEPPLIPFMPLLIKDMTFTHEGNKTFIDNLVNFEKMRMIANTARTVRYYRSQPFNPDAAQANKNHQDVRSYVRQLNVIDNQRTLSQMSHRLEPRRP
#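 EPAC2 (100 nM) mixed with Rap1B loaded with BODIPY-GDP (250 nM) plus 50 uM unlabeled GDP; compounds pinned in, 5 min RT, then read every 5 min for 30 min (ex 480, em 540 nm). Normalized to cAMP control.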
# A549 viability: kills or reduces viability of A549 cells in Nrf2 counter-screen. A549 ARE-Fluc cells, CellTiter-Fluor viability, 18-24 h. Potency, µM (highest dose often 46 µM), without a hit: at the highest dose activity change, negative = cytotoxicity, usual class: inhibitors. 0.16% of 390,000 active. AID 504648; note: potency is the fitted concentration of half-maximal effect; % is set by controls: 0 for no effect and ±100 for the full control effect
#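 A549 ARE-Fluc cells in 5% FBS OPTI-MEM, 5000 cells/well, rested 2 h then exposed to compounds in concentration-response for 18-24 h at 37 °C. Viability by CellTiter-Fluor fluorescence (Ex 405/Em 525) after 30 min; luciferase luminescence (BugLite, 15 min, RT) read afterwards.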
# EPAC2 antagonist: blocks human EPAC2 exchange factor | EPAC2 GEF exchange of Rap1B-BODIPY-GDP, fluorescence | Q8WZA2 | Potency, µM (doses to about 114 µM), for the others: top-dose activity, negative = inhibition, actives largely listed as inhibitors | AID 720708 | 0.18% of 360,000 active; note: potency is the fitted concentration of half-maximal effect; % is set by controls: 0 for no effect and ±100 for the full control effect; nearly all actives have a fitted effect of over 45% in size; many of its hits are not listed in these tables
# Nrf2 block: blocks Nrf2 signaling; AID 504444; A549 ARE-Fluc reporter, luciferase luminescence, 18-24 h; Potency, µM (top dose mostly 46 µM), without a hit: top-dose activity change, negative = inhibition, most hits filed as inhibitors; 2.1% of 360,000 active; note: potency is the fitted concentration of half-maximal effect; % is set by controls: 0 for no effect and ±100 for the full control effect; nearly all actives have a fitted effect of over 60% in size
#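 Concentration-response testing used A549 ARE_Fluc cells at 5000 cells/well. Following an 18-24 h compound incubation, viability was read by fluorescence (Ex 405/Em 525) and luciferase output by luminescence.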
# TGFb SMAD3 inh: TGF-b pathway inhibition | HepG2 CAGA-GFP TGF-b/SMAD3 reporter, GFP fluorescence, 18 h; TGF-beta stimulated, 500 pg/mL final | AID 588855 | 1.2% of 410,000 active | Potency, µM (series often up to 46.1 µM), for inactives: top-dose activity, negative = inhibition, most hits filed as inhibitors; note: potency is the fitted concentration of half-maximal effect; % is set by controls: 0 for no effect and ±100 for the full control effect; nearly all actives have a fitted effect of over 65% in size
#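 GFP signal (ex488/em500-530) from TGF-beta-stimulated HEPG2 CAGA-GFP cells, 500 pg/mL final, 18 h at 37 degrees C in DMEM plus 1% FBS, normalized to unstimulated and DMSO-stimulated controls.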
# pAkt inh: inhibitors of Akt phosphorylation. Neuro2A IGF-stimulated pAkt S473 HTRF, 20 min; stronger effect = lower value. activity change, % for hits at 50 µM. 0.32% of 360,000 active. AID 651550; in the data active = activity change below about -80%; inconclusive = mostly about -51% to -80%; note: % is set by controls: 0 for no effect and ±100 for the full control effect
#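 Neuro2A cells (4,500/well, DMEM with 0.5% FBS) were treated with compound at a single 50 µM final concentration, stimulated with 6 nM IGF for 20 min at 37 °C, and lysed. Phospho-Akt Ser473 was read by HTRF as 665/615 ratio ×10^4.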
# CCT chaperon mod: cytosolic chaperonin activity modulation; purified chaperonin ATPase assay, HTRF ADP detection, 30 min; activity change, % (no concentration beside the values), hits read low; 0.3% of 360,000 active; AID 651819; in the data active = activity change below about -30%; note: % is set by controls: 0 for no effect and ±100 for the full control effect
#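 First, chaperonin was dispensed at 40 nM or 20 nM final depending on batch activity. Next, compounds were pinned at 76 uM and ATP added at 10 uM. After 30 min at 37 °C, ADP detection reagents ran 30 min at ambient temperature.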
# Nrf2 ARE act: activates Nrf2 signaling | AREc32 ARE-luciferase reporter (MCF7-derived line), luminescence, 24 h | Potency, µM (highest dose often 46.1 µM), for the others: at the highest dose activation, most hits filed as activators | 0.31% of 410,000 active | AID 624171; note: potency is the fitted concentration of half-maximal effect; % of control where 0% means no effect; nearly all actives have a fitted effect of over 65% in size
#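 AREc32 cells carrying an ARE-driven firefly luciferase, 1000 cells/well in OPTI-MEM with 5% FBS, dosed after overnight attachment and incubated 24 hr at 37 deg C. Steady-Glo luminescence read after 30 min at RT.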
# Mm-Cpn inhibitor: inhibitors of Methanococcus maripaludis chaperonin (MmCpn); purified Mm-Cpn ATPase, ADP Transcreener TR-FRET; Potency, µM (doses to about 76.9 µM), without a hit: at the top dose activity, negative = inhibition, most hits filed as inhibitors; 0.031% of 330,000 active; note: potency is the fitted concentration of half-maximal effect; % is set by controls: 0 for no effect and ±100 for the full control effect; nearly all actives have a fitted effect of over 80% in size
#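 ATPase read-out: TR-FRET ADP immunoassay (anti-ADP Eu cryptate vs ADP-d2), ex 320 nm, em 590/665 nm; signal drops as ADP forms. Enzyme 25 nM, ATP 10 uM, 30 min at 37°C after 10 min compound preincubation.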
# Active calls of the source: *; i = inactive; ? = inconclusive; . = no result given; & = joins results of further samples; [ ] = remark or other dose. Unless noted, calls come from the whole dose curve; as a rule, active = well fitted curve in the direction sought with a large enough effect; inconclusive = small, poorly fitted or top-dose-only effect, or another doubt; inactive = no such curve, though single readings can be large; an effect the other way counts as inactive or inconclusive.
SMILES,EPAC2 agonist,A549 viability,EPAC2 antagonist,Nrf2 block,TGFb SMAD3 inh,pAkt inh,CCT chaperon mod,Nrf2 ARE act,Mm-Cpn inhibitor
COc1ccc(OCC(=O)N/N=C(\C)c2ccc(OC)cc2)cc1,6%,-1%,-16%,-4%,-34%,i,-1.8,2.7%,0%
COc1cccc(CN(C)C(=O)c2cccc(OC3CCN(C4CCCC4)CC3)c2)c1,3%,-10%,2%,4%,6%,i,1.5,-0.1%,0%
COc1ccc(C(=O)/C=C/c2cn(CC(O)CN3CCOCC3)c3ccccc23)cc1 (stereo not given),-2%,-3%,1%,-5%,1%,i,0.8,11%,-4%
Cc1cc(NC(=O)CSc2nnc(CNC(=O)c3cccc(C(F)(F)F)c3)o2)no1,9%,-1%,-4%,3%,8%,i,-0.7,0.3%,1%
CS(=O)(=O)c1nc(S(=O)(=O)c2ccc(Cl)cc2)c(NCCCN2CCCC2=O)s1,0%,2%,-17%,8%,8%,i,1.7,0.3%,-2%
O=C(NCC(=O)N1CCC2(CC1)NCCc1[nH]cnc12)c1ccc(F)cc1,5%,-4%,0%,-9%,-1%,.,-2.3,-0.7%,1%
CCc1ccc(-c2nc(CN3CCCC(C(=O)O)C3)c(C)o2)cc1 (stereo not given),15%,2%,-10%,-10%,-11%,i,0.6,-0.6%,-1%
COc1ccc(S(=O)(=O)N2CCCN(CC(=O)Nc3ccc(OC)cc3OC)CC2)cc1,.,-24%,.,?,?,.,.,0.8%,.
Cc1c(Cl)cccc1-c1ccc(CNCCCSc2nnnn2C)o1,.,-11%,.,-9%,?,.,.,8.0%,.
CCCNC(=O)CN1C(=O)c2c(c3ccccc3n2C)C1c1ccc(OC)cc1 (stereo not given),.,12%,.,-7%,-15%,.,.,3.0%,.
Cc1cc(Nc2ccc(Cl)cc2)n(-c2cccc(Cl)c2)n1,2%,8%,-24%,?,?,i,1.4,7.6%,-3%
C=C1C(=O)OC2CC1C(O)CC(C)=CCCC(C)=CC(O)CC2C (stereo not given),6%,15µM*,3%,9.2µM*,11µM*,i,-0.7,?,.
Cc1cccc(C(=O)Nc2cccc(S(=O)(=O)NCc3ccco3)c2)c1,18%,1%,8%,-10%,0%,i,0.2,7.2%,-2%
CC(OC(=O)C1CSC2(C)CCC(=O)N12)C(=O)Nc1cccc(C#N)c1 (stereo not given),3%,-3%,14%,10%,-18%,i,0.2,0.1%,4%
C=CCn1c(SCc2c(C)noc2C)nc2ccccc2c1=O,19%,-11%,-3%,-7%,6%,i,-12,-0.3%,1%
C/C(=N/NC(=O)c1ccc(-c2ccccc2)cc1)c1cccc(O)c1,7%,-2%,-2%,-1%,-12%,i,-0.1,-0.5%,2%
COC(=O)N(C)C[C@H]1OCc2cnnn2CCCC(=O)N([C@@H](C)CO)C[C@H]1C,10%,.,-5%,.,-4%,i,-2.2,-0.3%,.
OCc1nc2ccc(Cl)cc2[nH]1,-4%,-3%,16%,4%,27%&3%,i,-2.2,-0.2%,-2%
C[C@H]1CN([C@@H](C)CO)S(=O)(=O)c2ccc(/C=C/c3ccccc3)cc2O[C@H]1CN(C)C(=O)NC1CCCCC1,3%,.,-4%,.,?,i,-0.1,-0.1%,.
CCCn1c2ccccc2c2cnn(CC(=O)OC)c(=O)c21,11%,4%,-1%,-16%,14%,i,-1.5,0.3%,1%
CCC(C(=O)Nc1cccc(C#N)c1)n1c(=O)c(-c2ccccc2NC(C)=O)nc2ccccc21 (stereo not given),.,0%,.,16%,?,.,.,0.6%,.
Cc1cc(C)c(NC(=O)CCCn2c(C)c3cnn(-c4ccccc4)c(=O)c3c2C)c(C)c1,.,2%,.,-14%,?,.,.,5.4%,.
Cc1cc(C(F)F)n2nc(C(=O)Nc3cc(C)on3)nc2n1,10%,-7%,6%,-4%,20%,i,-3.5,0.2%,0%
C/C(=N\OC(=O)c1ccc(C)cc1)c1sc(C)nc1C,-6%,0%,-1%,.,-6%,i,-1.5,0.9%,-2%
CC(C)CC(=O)NN(C)c1nc(-c2ccccc2)nnc1C(F)(F)F,0%,3%,-1%,-19%,2%,i,0.8,0.2%,0%
O=C(COC(=O)c1cccnc1Cl)Nc1cc(S(=O)(=O)N2CCCCCC2)ccc1Cl,-1%,-3%,-4%,-15%,1%,i,0.0,0.2%,-4%
CCOC(=O)C(=CNc1cc(C)nn1-c1ccc(C)cc1)C(=O)OCC,4%,-19%,4%,?,-25%,i,2.7,-0.1%,0%
O=C(O)c1occc1CSc1ccccc1,4%,-3%,-3%,6%,-3%,i,-1.0,-0.6%,1%
COc1ccc(N2CCN(CCNC(=O)CCNS(=O)(=O)c3cccs3)CC2)cc1,-7%,-8%,-4%,-7%,3%,i,-0.8,-0.5%,-1%
CC1CC(C)CN(CCCNC(=O)c2nn(C)c3c2CS(=O)(=O)c2ccccc2-3)C1 (stereo not given),1%,-2%,-9%,13%,-5%,i,-2.0,0.1%,1%
CC(=O)N1CCN(C(=O)c2cccc(S(=O)(=O)Nc3ccc(C)cc3)c2)CC1,0%,-3%,11%,-4%,2%,i,-0.7,2.1%,-6%
COC(=O)[C@@H]1C[C@@]2(O)[C@H](O)[C@H](O)[C@H](O)C[C@H]2N1Cc1ccccc1OS(=O)(=O)c1ccc(C)cc1,3%,3%,9%,2%,2%,i,0.9,0.9%,-2%
Cc1ccc(-c2noc(CCC(=O)NCCCN3CCN(c4cccc(Cl)c4)CC3)n2)cc1,10%,12%,0%,?,-5%,i,-7.1,-0.2%,0%
CCOC(=O)N=S(=O)(Oc1ccc([N+](=O)[O-])cc1)c1ccc(Cl)cc1 (stereo not given),15%,2%,-7%,-7%,-2%,i,-0.7,-0.3%,1%
CCOC(=O)C1CCCN(c2cc(=O)n(Cc3ccc(F)cc3)c(=O)[nH]2)C1 (stereo not given),1%,-2%,10%,2%,9%,i,-1.8,-0.5%,-2%
CNc1nc(N)c([N+](=O)[O-])c(Nc2cccc(Cl)c2)n1,9%,12%,5%,-25%,1%,i,-1.6,?,-2%
CC(C#N)Sc1nnc(Nc2ccccc2)s1 (stereo not given),-3%,0%,5%,13%,-6%,i,-0.6,6.5%,1%
CC(=O)c1cccc(NC(=O)CN(C)S(=O)(=O)c2ccc3c(c2)CCC(=O)N3)c1,6%,1%,2%,-11%,-8%,i,-16,-0.2%,1%
COC(=O)c1cc2c(=O)c3ccccc3oc2nc1/C=C/N(C)C,12%,-10%,3%,18%,59%[activator],i,-0.6,?,-16%
CC(C)(C)c1cc(C(=O)NCc2ccccc2)ccn1,-3%,-6%,6%,?,3%,-88%*,1.8,0.0%,-6%
Cc1cccc(C)c1OCC(=O)N(Cc1ccc(Cl)cc1)CC1CCCO1 (stereo not given),.,-5%,.,-20%,?,.,.,7.6%,.
CCOc1cc(Br)ccc1S(=O)(=O)N1CC(C)OC(C)C1 (stereo not given),0%,4%,17%,?,?,i,2.4,0.2%,-3%
CC(=O)Oc1ccc(C(=O)NC(C)CCc2ccccc2)cc1 (stereo not given),5%,-1%,3%,-6%,1%,i,0.1,-0.5%,-1%
O=C(NCc1cccnc1)c1ccc(CS(=O)(=O)c2ccc(Cl)cc2)o1,-7%,-1%,12%[57.1 µM],?,-2%,i,0.1,0.5%,-2%
Cc1ccc(C(=O)CSc2nnc(CNc3ccc(F)cc3)o2)cc1,-6%,18%,-15%,5%,1%,i,2.1,1.7%,-1%

# Structural class: those above containing a COOH group.
SMILES,EPAC2 agonist,A549 viability,EPAC2 antagonist,Nrf2 block,TGFb SMAD3 inh,pAkt inh,CCT chaperon mod,Nrf2 ARE act,Mm-Cpn inhibitor
CCc1ccc(-c2nc(CN3CCCC(C(=O)O)C3)c(C)o2)cc1 (stereo not given),15%,2%,-10%,-10%,-11%,i,0.6,-0.6%,-1%
O=C(O)c1occc1CSc1ccccc1,4%,-3%,-3%,6%,-3%,i,-1.0,-0.6%,1%

# Following part
SMILES,EPAC2 agonist,A549 viability,EPAC2 antagonist,Nrf2 block,TGFb SMAD3 inh,pAkt inh,CCT chaperon mod,Nrf2 ARE act,Mm-Cpn inhibitor
COc1ccc(S(=O)(=O)N2CCC(C(=O)N[C@@H](C)C(=O)NCc3ccccc3OC)CC2)cc1,-1%,-5%,-5%,-6%,9%,i,-2.8,0.0%,-1%
COc1ccc(CCNc2nc(-c3cccc(NC(C)=O)c3)cs2)cc1OC,4%,-4%,-11%,-6%,-12%,i,0.0,2.1%,-2%
COc1cc(CN(C)Cc2ccccc2)cc(OC)c1O,-3%,-4%,7%,-10%,-19%,i,-5.6,-0.6%,-2%
C[C@H](CO)N1C[C@H](C)[C@@H](CN(C)C(=O)NC2CCCCC2)Oc2c(NC(=O)Cc3ccccc3)cccc2C1=O,-1%,0%,21%,5%,?,i,-4.5,0.5%,2%
COc1ccc(Oc2ncccc2NC(=O)c2cccc(C)c2C)cc1,18%,5%,-3%,?,8%,i,-1.2,-0.2%,2%
N#CCCN(Cc1cccnc1)S(=O)(=O)c1ccc(S(=O)(=O)NC2CCCCC2)cc1,8%,-2%,0%,?,13%,i,-2.0,-0.5%,0%
O=C(Nc1nnc(Cc2c[nH]c3ccccc23)s1)c1ccc(Cl)cc1Cl,3%,10%,20%,5%,?,i,-5.0,7.2%,1%
CCCN(C(=O)c1ccccc1Cc1ccccc1)C1CCS(=O)(=O)C1 (stereo not given),2%,0%,15%,-7%,-11%,i,2.6,-0.4%,4%
CC(C)COc1ccc(Cc2cnc(N)nc2N)cc1,-8%,-5%,-3%,?,60%[activator],i,-2.0,2.1%,1%

# Screening results (PubChem BioAssay)

# A portion of the library; the hit share may differ from the screen's.
